Screening data (PubChem)
GPR7 antagonist – human neuropeptides B/W receptor 1 antagonism. GPR7-expressing cells, fluorescence antagonist assay. inhibition, % at 4.4 µM. hit rate 1.1% among 290,000; in the data active means inhibition above about 16%, passing the limit was not always enough;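 further: cells stimulated with the agonist NPW; 0% = agonist with vehicle and 100% = vehicle without agonist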
Target sequence (P48145 whole entry, looked up): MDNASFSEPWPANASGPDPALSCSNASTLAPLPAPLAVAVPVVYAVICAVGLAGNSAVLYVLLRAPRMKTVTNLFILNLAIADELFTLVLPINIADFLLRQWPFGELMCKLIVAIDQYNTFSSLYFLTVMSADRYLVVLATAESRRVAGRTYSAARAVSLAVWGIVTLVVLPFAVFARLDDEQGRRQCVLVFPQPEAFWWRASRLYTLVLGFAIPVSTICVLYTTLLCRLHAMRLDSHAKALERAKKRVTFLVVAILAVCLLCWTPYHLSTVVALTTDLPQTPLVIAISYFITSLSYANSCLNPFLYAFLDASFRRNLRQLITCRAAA
PfM18AAP inh – blocks P. falciparum M18 aspartyl aminopeptidase | hit rate 1.2% among 290,000 | inhibition, % at 7.35 µM | AID 1822 | recombinant PfM18AAP, H-Glu-NHMec fluorogenic cleavage;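 active means inhibition above the campaign mean inhibition over all tested compounds plus 3 SD, cut at about 28% in these data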;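 further: 0% = plate median of test compound wells and 100% = 2 mM ZnCl2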
VIM-2 inh – inhibitors of Pseudomonas aeruginosa VIM-2 metallo-beta-lactamase | purified VIM-2, nitrocefin hydrolysis, epi-absorbance fluorescence | inhibition, % at 5.6 µM | hit rate 0.89% among 290,000;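 active means inhibition above the mean of all tested compounds plus 3 SD, cutoff set per screening run, cut at about 7.5% in these data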;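 further: red hydrolysis product quenches plate fluorescence so inhibitors raise well fluorescence; 0% = enzyme with DMSO and 100% = DMSO without enzyme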
IMP-1 inhibitor – blocks Pseudomonas aeruginosa IMP-1 metallo-beta-lactamase | hit rate 0.45% among 290,000 | purified IMP-1, nitrocefin hydrolysis, epi-absorbance fluorescence | inhibition, % at 5.6 µM;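 active means inhibition above the mean plus 3 SD of all compounds in the same screening run, cut at about 4.5% in these data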;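 further: 0% = IMP-1 with DMSO and 100% = DMSO wells lacking enzyme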
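Assay system: purified recombinant IMP-1 beta-lactamase. Input: IMP-1 0.2 nM before substrate addition. Buffer or medium: Zinc- and detergent-supplemented HEPES buffer, pH 7.1. Schedule: 25 °C, 15 min preincubation, 25 min reaction. Signal: Epi-absorbance fluorescence, 480 nm excitation, 530 nm emission. Evaluation: percent inhibition from optical density relative to buffer-blank wells.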
IDE cell inh – cellular human IDE inhibition; P14735; HEK cells, FAbetaB cleavage, fluorescence polarization; inhibition, % at 5.59 µM; hit rate 0.41% among 320,000; AID 434962;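 active means percent inhibition above the average of all tested compounds plus 3 SD, set per screening campaign, cut at about 16% in these data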;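 further: IDE supplied by intact live HEK cells; FP after avidin binding of uncleaved biotin substrate so inhibition keeps polarization high; 0% = DMSO wells and 100% = 60 µM reference IDE inhibitor Ii1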
PHOSPHO1 block – PHOSPHO1 (human) inhibition. Q8TCT1. recombinant PHOSPHO1, absorbance phosphatase assay. inhibition, % at 13.3 µM. hit rate 1.1% among 290,000; in the data active means inhibition above about 60%
Target sequence (Q8TCT1 whole entry, looked up): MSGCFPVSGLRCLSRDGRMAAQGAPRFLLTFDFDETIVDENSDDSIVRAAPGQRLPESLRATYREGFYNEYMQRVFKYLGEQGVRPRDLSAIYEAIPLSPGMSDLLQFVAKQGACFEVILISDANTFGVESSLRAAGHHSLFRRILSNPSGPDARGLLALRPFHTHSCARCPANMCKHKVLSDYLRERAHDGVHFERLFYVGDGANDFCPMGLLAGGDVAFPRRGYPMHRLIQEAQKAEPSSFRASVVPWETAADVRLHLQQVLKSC
NALP1 inh – NALP1 inhibition. S. cerevisiae NALP1/ASC/caspase-1 growth, X-gal OD620, 72 h. inhibition, % at 10 µM. hit rate 0.61% among 280,000; in the data active means inhibition mostly above about 24%, no sharp cut-off; inactive means mostly below about 32%; further: some compounds called inactive have numbers as strong as hits
IDE act – activators of human insulin-degrading enzyme in cells | P14735 | HEK cells, FAbeta-B cleavage, fluorescence polarization; 0% vehicle, 100% cell-free pure enzyme wells | activation, % at 5.96 µM | hit rate 0.073% among 340,000 | AID 493087;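 active means activation above the mean of all tested compounds plus 3 SD, set per screening campaign, cut at about 17% in these data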
p-CIP stab down – lowers stability of the mouse p/CIP coactivator protein. hit rate 0.01% among 290,000. decrease of EGFP signal, % at 10 µM. Q05BA5. F442A p/CIP-EGFP cells, EGFP fluorescence, 16 h;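 active means EGFP signal decrease of at least 30% at 10 µM or well 3 SD below plate mean, unless failing retest; inactive means the rest, including hits failing retest or dose response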; further: some compounds called inactive have numbers as strong as hits; many of its hits are not listed in these tables
* hit, by the source's call; . = no result given.

SMILES | GPR7 antagonist | PfM18AAP inh | VIM-2 inh | IMP-1 inhibitor | IDE cell inh | PHOSPHO1 block | NALP1 inh | IDE act | p-CIP stab down
COc1ccc(CCNC2=NCCS2)cc1OC | -2 | -6 | 1.7 | -1.4 | 0 | 4 | 13 | 4 | -3
CC(C)[C@H](NC(=O)C1CCN(S(=O)(=O)c2ccccc2)CC1)C(=O)NCc1ccco1 | -5 | -6 | -1.9 | 0.8 | -6 | 32 | -6 | 2 | -3
O=C(Nc1ccccc1)N1CCNCC1 | -5 | -7 | 0.0 | -0.7 | -1 | 12 | 4 | 11 | 2
Cc1cc(NC(=O)c2cc(-c3ccc(O)cc3)on2)no1 | -5 | -6 | 0.2 | -1.0 | -6 | 16 | 10 | 3 | -15
COc1ccc(/C=N/NC(=O)c2[nH]nc3c2CCc2ccccc2-3)cc1OC | 7 | 6 | -3.2 | -3.2 | 14 | -23 | 22 | -8 | -23
Cc1cc(OC(C)C(=O)NCC2CCC(C(=O)O)CC2)c2c(C)cc(=O)oc2c1 (stereo not drawn) | -6 | 4 | -0.9 | -2.8 | 3 | 29 | 2 | 1 | 14
COc1ccc(NS(=O)(=O)c2cccc(NC(=O)CCS(=O)(=O)c3ccccc3)c2)cc1 | -2 | 1 | -2.8 | -2.9 | 3 | -10 | -18 | -1 | 1
CCOc1ccc(NC(=O)CC2C(=O)N(c3ccc(OC)cc3)C(=S)N2Cc2ccccn2)cc1 (stereo not drawn) | -7 | 2 | 1.8 | -0.2 | -1 | 18 | 7 | 6 | 2
C/C(=N\NC(=O)c1cccc([N+](=O)[O-])c1)c1ccncc1 | -1 | 1 | -3.3 | -2.7 | 4 | 12 | 2 | 6 | 12
C=CCNC(=O)CN(Cc1ccccc1)S(=O)(=O)c1ccc(C)cc1 | -15 | -2 | -0.4 | -1.4 | 5 | 24 | 8 | 6 | 1
Cc1cccc(-n2cnc(C(=O)N/N=C/c3ccccc3)c2)n1 | -6 | 4 | -3.6 | -2.4 | 3 | 4 | 11 | 1 | -9
O=C(Nc1ccon1)c1ccc(Cl)c(S(=O)(=O)N2CCCCC2)c1 | -11 | 10 | -6.6 | -3.2 | 0 | 56 | -3 | 3 | -21
O=c1oc2ccccc2c(N2CCOCC2)c1[N+](=O)[O-] | -2 | 0 | -4.1 | -1.5 | -3 | 41 | 8 | 4 | -33
Cc1ccc(-c2nc3sc4c(N)ncnc4c3c3c2CCCC3)cc1 | -22 | 1 | -0.2 | -1.9 | 6 | 15 | 0 | 3 | -9
Cc1ccc(S(=O)(=O)NNC(=O)c2cc3cc4ccccc4nc3s2)cc1 | -12 | 19 | 4.6 | -0.3 | -3 | 24 | 23 | 0 | -12
CCCNC(=S)N1CCN(Cc2ccc3c(c2)OCO3)CC1 | 5 | 0 | -2.2 | -2.2 | -3 | 17 | -11 | -5 | 6
CCOc1cc(C(=O)OC(C)C(=O)Nc2ccc(NC(C)=O)cc2)ccc1OCC(=O)N1CCCCC1 (stereo not drawn) | -9 | 1 | -3.3 | -5.4 | 3 | 38 | 7 | -3 | -10
Cc1cc(C)n(C(=O)c2ccc(S(=O)(=O)NCC3CCCO3)cc2)n1 (stereo not drawn) | -8 | 5 | -0.3 | -3.6 | -5 | 9 | 11 | 1 | -6
COc1ccc(C(=O)CC(Nc2ccc([N+](=O)[O-])cc2)c2ccc(OC)cc2)cc1 (stereo not drawn) | -2 | 8 | -3.2 | -2.7 | 1 | 7 | 27 | 8 | -24
O=C(CCCOc1ccc(Cl)cc1Cl)NN1CCOCC1 | -7 | 0 | -1.6 | -4.0 | -4 | -2 | 22 | -5 | -20

Overlap with the part before: 3 compounds, then new ones.
SMILES | GPR7 antagonist | PfM18AAP inh | VIM-2 inh | IMP-1 inhibitor | IDE cell inh | PHOSPHO1 block | NALP1 inh | IDE act | p-CIP stab down
Cc1cc(C)n(C(=O)c2ccc(S(=O)(=O)NCC3CCCO3)cc2)n1 (stereo not drawn) | -8 | 5 | -0.3 | -3.6 | -5 | 9 | 11 | 1 | -6
COc1ccc(C(=O)CC(Nc2ccc([N+](=O)[O-])cc2)c2ccc(OC)cc2)cc1 (stereo not drawn) | -2 | 8 | -3.2 | -2.7 | 1 | 7 | 27 | 8 | -24
O=C(CCCOc1ccc(Cl)cc1Cl)NN1CCOCC1 | -7 | 0 | -1.6 | -4.0 | -4 | -2 | 22 | -5 | -20
O=C(OCn1ncc(Br)c(Br)c1=O)c1ccc(F)cc1 | 25* | 7 | 1.4 | -1.3 | -5 | 13 | 9 | -7 | -13
CCCN1CCC(=O)N([C@H](CSc2ccccc2)c2ccccc2)CC1 | 7 | 1 | 0.5 | -4.3 | -1 | 21 | -7 | 1 | 2
COc1ccccc1C(c1nnnn1CS(=O)(=O)c1ccc(C)cc1)N1CCSCC1 (stereo not drawn) | -2 | -4 | -3.2 | -4.0 | 2 | 9 | 13 | 2 | 0
COc1ccc(S(=O)(=O)Cc2ccc(C(=O)N3CCN(C(=O)c4ccco4)CC3)o2)cc1 | 6 | -4 | -4.3 | -3.5 | 3 | 15 | -1 | 6 | -9
O=C(Cn1ncc2c3ccccc3n(Cc3ccccc3)c2c1=O)N1CCN(c2ncccn2)CC1 | 7 | -3 | -1.6 | -1.0 | 0 | 3 | 8 | 1 | -18
O=C(NCc1ccco1)C1CCCN(S(=O)(=O)c2cc(Cl)ccc2Cl)C1 (stereo not drawn) | -7 | 13 | -2.5 | -4.0 | 5 | 26 | 5 | -3 | -15
c1ccc2c(c1)CC(N1CCCCC1)c1ccccc1N2 (stereo not drawn) | 6 | -10 | -0.3 | -3.0 | 7 | -5 | 7 | 3 | -4
CC(C)N(Cc1cnn(C)c1)Cc1nc(Cc2ccccc2Cl)no1 | 1 | -2 | -4.6 | -2.2 | -1 | 37 | 4 | 6 | -4
CC(C)Cc1nc(N2CCN(C(=O)C(C)C)CC2)c(C#N)c2c1CCC2 | 3 | 8 | -1.4 | -2.4 | 4 | 13 | 5 | -1 | 1
COc1cccc(NC(=O)C(Sc2nc3ccccc3c(=O)n2CC(C)C)c2ccccc2)c1 (stereo not drawn) | -7 | -2 | -1.4 | -2.2 | 3 | 3 | 14 | 0 | -6
C/C(=N/NC(=O)c1ccccn1)c1c[nH]c2ccccc12 | -6 | 12 | -4.0 | -7.5 | 2 | 46 | . | -4 | 2
CCC(=O)c1ccc(OCC(=O)Nc2ccc3nc(C)sc3c2)cc1 | -4 | 1 | -1.4 | -2.2 | 0 | 24 | . | -6 | -7
CCOc1ncccc1C(=O)NCC(c1ccccc1)N(C)C (stereo not drawn) | -4 | 1 | -1.4 | -4.0 | 0 | 10 | 18 | -2 | 2
O=C(COc1ccccc1)NNc1nc2c(F)cccc2s1 | 0 | 14 | -2.0 | -0.8 | -3 | 11 | 1 | 5 | -15
COc1ccc(N(C(=O)/C=C/C(=O)Nc2cc(C)on2)C(C(=O)NC2CCCC2)c2ccccc2C)cc1 (stereo not drawn) | 8 | -5 | 0.8 | 0.4 | 1 | -9 | -46 | 1 | -6
CCc1ccccc1NC(=S)NNC(=O)c1ccccc1Cl | -9 | 0 | -3.6 | -2.6 | -4 | 27 | -18 | 5 | -8
O=S(=O)(c1ccc(NC2CCCc3ccccc32)nc1)N1CCOCC1 (stereo not drawn) | -6 | -17 | -0.2 | -0.6 | 19* | 11 | 8 | -3 | -2
CCOC(=O)Cc1csc(NC(=O)CSC2=NCCS2)n1 | -3 | 1 | -3.7 | -0.2 | -3 | 34 | -1 | -2 | 19
Cc1noc(C)c1COc1ccc(C(=O)OCC(=O)N2c3ccccc3NC(=O)C2(C)C)cc1 | 0 | 7 | -1.8 | 0.3 | 1 | 6 | 14 | 0 | 6
O=C(O)c1ccccc1-c1nnc2c(Cl)cc(C(F)(F)F)cn12 | -21 | -1 | -3.0 | -2.3 | 6 | -7 | 6 | 3 | -5
O=C(NCCc1nc2ccccc2[nH]1)/C(=C/c1ccc(F)cc1)NC(=O)c1ccco1 | -1 | -5 | -2.1 | -2.4 | -3 | 20 | 3 | -2 | -1
CCCN(CCC)CCNC(=O)c1cc2c(-c3ccc(Cl)cc3)nn(C)c2s1 | 20 | -4 | -2.4 | -3.5 | -1 | 14 | 8 | 2 | 4
CCN(c1ccc(C)cc1C)S(=O)(=O)c1nnc(NC(=O)C(C)C)s1 | -8 | 4 | -2.0 | -3.8 | . | 26 | -5 | 4 | -3
CCCn1c(=O)n(CC(=O)NCC2CCCO2)c(=O)c2c3c(sc21)COC(C)(C)C3 (stereo not drawn) | -8 | -8 | -1.0 | -0.7 | -8 | 21 | -11 | 2 | -6
COc1cccc(CNC(=O)C2CCN(S(=O)(=O)c3ccc4c(c3)CCC(=O)N4)CC2)c1 | -3 | 3 | -3.4 | 3.4 | 1 | -12 | 0 | 4 | 9
CCO[C@H]1OC(C(=O)N2CCOCC2)=C[C@@H](c2ccc(C(F)(F)F)cc2)[C@@H]1CCCO | -13 | 4 | -3.5 | -3.0 | 1 | -16 | -3 | 5 | -5
CCO[C@@H]1OC(C(N)=O)=C[C@H](C2CCCCC2)[C@H]1CCCO | . | . | . | . | -1 | -14 | 1 | -6 | 9
O=C(CSc1nc2c(sc3ccccc32)c(=O)n1Cc1ccccc1)NCC1CCCO1 (stereo not drawn) | -3 | -4 | -0.3 | -6.2 | 0 | -7 | 2 | 5 | -8
CCOC(=O)C1=NN(c2cccc(Cl)c2)C2=NC(C)=C(C(=O)OC)C(c3cccs3)N12 (stereo not drawn) | -12 | -7 | -1.8 | -2.6 | 5 | -4 | 3 | 4 | -3
COC(=O)[C@@H]1Cc2c([nH]c3ccccc23)C(C)N1C(=O)c1ccccc1 (stereo partly drawn) | 11 | -6 | 1.1 | 0.7 | 0 | 28 | 21 | 0 | -2
CC(C)[C@H](N)C(=O)NC[C@H]1CC[C@H](C(=O)N[C@@H](Cc2ccccc2)C(=O)O)CC1 | -7 | 3 | -1.7 | -3.8 | -3 | 23 | -17 | -1 | -13
CCOC(=O)c1c(-c2cccs2)csc1NC(=O)C(C)(C)C | -17 | 0 | -1.1 | -3.5 | 0 | 3 | 57 | 1 | -5
C=CCOc1cccc(/C=N/NC(=O)CC(=O)NC2CCCCC2)c1 | -16 | 0 | -0.2 | 0.2 | -2 | 4 | 17 | 6 | -12
O=S(=O)(NC1CCN(Cc2ccccc2)CC1)c1ccc(Cl)cc1 | -7 | 8 | -2.6 | -1.9 | 2 | 32 | -2 | . | -12
C=C1C2(C(=O)Nc3ccc(SC(F)F)cc3)CCC(C2)C1(C)C (stereo not drawn) | -2 | 0 | -3.4 | -3.6 | -9 | 18 | 21 | 1 | -7
CCc1ccc(NC(=O)C(C)Nc2ccc(S(=O)(=O)NC(C)=O)cc2)cc1 (stereo not drawn) | 0 | -10 | -0.1 | -0.9 | 14 | 46 | 12 | -2 | -19
O=S(=O)(Nc1ccccc1)c1ccc(F)cc1 | 3 | 3 | -4.6 | -3.4 | 0 | -2 | 23 | -2 | 3
CCC(C)c1ccc(OCCn2cc(/C=N/NC(=O)CSc3nnc(C)s3)c3ccccc32)cc1 (stereo not drawn) | -3 | -2 | -3.4 | -5.8 | 5 | 26 | 30 | 3 | -1
COc1ccc(C2OC(=O)Cc3cc(OC)c(OC)cc32)cc1 (stereo not drawn) | -4 | -4 | -1.3 | 1.8 | 4 | 24 | 2 | -1 | 0
